# Compound activity: PubChem, several laboratories
# TNAP inhibition – human TNAP enzyme inhibitors, biochemical, luminescent (AID 518). purified TNAP enzyme, luminescent substrate readout; higher % means a stronger effect. inhibition, % at 20 µM, or IC50 in µM where a hit was titrated. actives 0.09% (n = 64,000); in the data active = a potency from the dose series; inactive = the rest, 99 in 100 with inhibition below about 22%;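 also: plate controls were vehicle for no effect and reference inhibitor for full effect; many of its hits are not listed in these tables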
# HT1080 cytotoxicity – HT1080 cell viability loss – fluorescence readout (AID 620). cytotoxicity, % at 10 µM, or EC50 in µM where a hit was titrated. HT1080 viability, fluorescence; higher % means a stronger effect. actives 0.42% (n = 87,000);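 also: cells exposed to compound overnight then 4 h with Alamar Blue; 0% = vehicle DMSO and 100% = killing control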
# MK inhibit – inhibitors of Streptococcus pneumoniae mevalonate kinase. purified MK, PK/LDH-coupled NADH absorbance 340 nm. inhibition, % at 10 µM. actives 0.48% (n = 65,000);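 active = ranked among the strongest by inhibition in the single 10 µM screen, a fixed top-ranked set picked for dose follow-up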; also: no value below 0 was filed
# KRASV12 cytotoxicity – viability loss of HPDE-C7K cells – cell-based, fluorescence, HTS, primary screen (AID 431); HPDE-C7K KRASV12 cells, Alamar Blue viability, 48 h; higher % means a stronger effect; actives 1.7% (n = 63,000); one-dose cytotoxicity, % at 10 µM; EC50 in µM for titrated hits;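 active = compounds whose percent cytotoxicity in the single-dose primary screen, scaled between solvent and toxic-drug controls, exceeds 50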;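 also: 0% = DMSO solvent wells and 100% = doxorubicin-treated wells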
# HPDE-C7 viability – cytotoxicity in HPDE-C7 cells, cell-based, fluorescence, HTS (AID 430) | HPDE-C7 pancreatic duct cells viability, fluorescence; higher % means a stronger effect | cytotoxicity, % at 10 µM; hits with a dose series show EC50 in µM | actives 1.8% (n = 63,000);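 also: cells exposed to compound for 48 hours before viability readout; 0% = vehicle and 100% = reference cytotoxic drug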
# Spn PMK inh – S. pneumoniae PMK inhibition. purified PMK, PK/LDH-coupled NADH absorbance 340 nm. inhibition, % at 10 µM. actives 0.49% (n = 65,000);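 active = top-ranked compounds by inhibition in the single 10 µM screen, taking a fixed number of the strongest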;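 also: 0% = full reaction with DMSO carrier and 100% = background rate without enzyme reaction; no value below 0 was filed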
# LYP phosphatase – LYP phosphatase inhibitors, primary screen, biochemical, DiFMUP fluorescence, recombinant catalytic domain, 10 µM (AID 606) | recombinant LYP catalytic domain, DiFMUP fluorescence; higher % means a stronger effect | one-dose inhibition, % at 10 µM; IC50 in µM for titrated hits | 52,000 tested, under 10 active;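 active = IC50 under 40 µM in the dose-response test; inactive = IC50 of 40 µM or more, or never dose-tested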
# DPM-DC inhibit – S. pneumoniae DPM-DC inhibition | AID 556 | actives 0.49% (n = 65,000) | calls only at 10 µM | purified DPM-DC, PK/LDH coupled NADH fluorescence;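 active = the 320 compounds with the highest percent inhibition in the single-dose primary screen, excluding strongly autofluorescent ones, cut at about 32% in these data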;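 also: kinetic rate of NADH fluorescence loss reporting ADP formed by the decarboxylase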
# Bfl-1 displacement – Bfl-1 inhibitors, primary screen, biochemical, fluorescence polarization, FITC-Bid, mouse (AID 432); actives 0.02% (n = 64,000); displacement, % at 20 µM; hits with a dose series show IC50 in µM; FITC-Bid BH3 peptide fluorescence polarization displacement; higher % means a stronger effect; in the data active = a potency from the dose series; inactive = the rest, 99 in 100 with displacement below about 15%; also: strong numbers were not always called active
# Spn PMK inh pilot replicates – also measured in Spn PMK inh; calls as there; inhibition, %; measured here: pilot screen replicates
# MK inhibit pilot replicates – recorded beside MK inhibit, whose call it bears; inhibition, %; measured here: pilot screen replicates
# DPM-DC inhibit pilot screen % – also measured in DPM-DC inhibit; calls as there; inhibition, %; measured here: pilot screen trials
# Numbers without * were called inactive; i = inactive; x = no result given. Rule as the data show it, unless noted: active = cytotoxicity above about 50%; inactive = the rest.
SMILES,TNAP inhibition,HT1080 cytotoxicity,MK inhibit,KRASV12 cytotoxicity,HPDE-C7 viability,Spn PMK inh,LYP phosphatase,DPM-DC inhibit,Bfl-1 displacement,others
CCN(CC)c1ccc(C(NC(C)=O)NC(C)=O)cc1,14%,-2%,6,-8%,-5%,0,8%,i,-2%,
CCOC(=O)C1CCN(C(=O)c2ccc(Cl)c(NC3=NC4CS(=O)(=O)CC4S3)c2)CC1 (stereo not given),6%,-6%,9,2%,-4%,0,x,i,2%,
Cc1ccc(CNC(=O)CCNS(=O)(=O)c2ccc3c(c2)c(=O)n(C)c(=O)n3C)cc1,6%,3%,6,-10%,6%,17,7%,i,6%,
CCOC(=O)c1[nH]c2ccccc2c1N=C(C)N(CC)CC,16%,22%,2,-5%,-8%,9,x,i,-9%,
COC(=O)c1cc(OC)c(OC)cc1NC(=O)CCC1CCCC1,16%,1%,0,-2%,-6%,0,2%,i,-16%,Spn PMK inh pilot replicates=2.5;MK inhibit pilot replicates=0.0;DPM-DC inhibit pilot screen %=8.5
CC1CCc2nn(CC(=O)Nc3ccc(F)cc3F)cc2C1 (stereo not given),17%,-1%,5,10%,3%,9,6%,i,-6%,Spn PMK inh pilot replicates=0.0;MK inhibit pilot replicates=3.5;DPM-DC inhibit pilot screen %=2.0
CCOc1ccccc1C(=O)N1CCN=C1SC,2%,-2%,3,4%,-3%,15,x,i,7%,
CCn1nnc(-c2ccccc2NS(=O)(=O)c2ccc(C(=O)OC)cc2)n1,4%,19%,4,12%,24%,14,x,i,-1%,
O=c1[nH]c2cc3c(cc2cc1C(c1nnnn1Cc1ccccc1)N1CCN2CCCC2C1)OCCO3 (stereo not given),6%,-13%,9,6%,-1%,0,3%,x,-10%,
Cc1ccc2c(C(=O)CN3CCN(c4ccccc4)CC3)c(C)[nH]c2c1,7%,-13%,0,31%,36%,6,x,i,2%,
CC(Oc1ccccc1)C(=O)NC1CCN(Cc2ccccc2)CC1 (stereo not given),5%,3%,4,1%,6%,3,0%,i,-8%,Spn PMK inh pilot replicates=6.0;MK inhibit pilot replicates=0.0;DPM-DC inhibit pilot screen %=1.5
CS(=O)(=O)CCC(C(=O)n1nnc2ccccc21)N1C(=O)c2ccccc2C1=O (stereo not given),4%,13%,11,-4%,4%,0,1%,i,-8%,
C=C1Cn2c(nnc2-c2ccc(Cl)cc2)S1,3%,-7%,7,6%,10%,4,0%,i,4%,
CCOC(=O)CSc1nc2ccccc2c(=O)n1CC1COc2ccccc2O1 (stereo not given),6%,-2%,1,7%,7%,8,2%,i,-6%,
COc1ccccc1N(C(=O)c1snc(C(N)=O)c1N)C(C(=O)NC1CCCC1)c1ccco1 (stereo not given),5%,-5%,6,4%,3%,10,7%,i,0%,
O=C(CN1CCN(S(=O)(=O)c2ccc(F)cc2)CC1)Nc1ccc2c(c1)OCCO2,-1%,-2%,0,-7%,-16%,7,-2%,i,-11%,
CS(=O)(=O)N1CCc2cc(C(=O)OCC(=O)c3ccccc3)ccc21,7%,6%,0,-6%,-7%,13,5%,i,-2%,
COc1ccc2[nH]c(=O)c(CN(Cc3nnnn3Cc3ccccc3)CC3CCCO3)cc2c1 (stereo not given),19%,-10%,10,-8%,-7%,10,9%,i,-2%,
NC(=O)CCn1nc(-c2ccccc2)c2ccccc2c1=O,8%,3%,0,-1%,-8%,0,-3%,i,-3%,
N#CCCN1CCN(CCC#N)CC1,10%,-8%,0,-8%,-6%,19,11%,i,-4%,

# Pulled by compound from the list above:
SMILES,TNAP inhibition,HT1080 cytotoxicity,MK inhibit,KRASV12 cytotoxicity,HPDE-C7 viability,Spn PMK inh,LYP phosphatase,DPM-DC inhibit,Bfl-1 displacement,others
C=C1Cn2c(nnc2-c2ccc(Cl)cc2)S1,3%,-7%,7,6%,10%,4,0%,i,4%,
CS(=O)(=O)N1CCc2cc(C(=O)OCC(=O)c3ccccc3)ccc21,7%,6%,0,-6%,-7%,13,5%,i,-2%,
CCOC(=O)CSc1nc2ccccc2c(=O)n1CC1COc2ccccc2O1 (stereo not given),6%,-2%,1,7%,7%,8,2%,i,-6%,
COc1ccc2[nH]c(=O)c(CN(Cc3nnnn3Cc3ccccc3)CC3CCCO3)cc2c1 (stereo not given),19%,-10%,10,-8%,-7%,10,9%,i,-2%,
O=C(CN1CCN(S(=O)(=O)c2ccc(F)cc2)CC1)Nc1ccc2c(c1)OCCO2,-1%,-2%,0,-7%,-16%,7,-2%,i,-11%,
N#CCCN1CCN(CCC#N)CC1,10%,-8%,0,-8%,-6%,19,11%,i,-4%,
NC(=O)CCn1nc(-c2ccccc2)c2ccccc2c1=O,8%,3%,0,-1%,-8%,0,-3%,i,-3%,

# (listing goes on)
SMILES,TNAP inhibition,HT1080 cytotoxicity,MK inhibit,KRASV12 cytotoxicity,HPDE-C7 viability,Spn PMK inh,LYP phosphatase,DPM-DC inhibit,Bfl-1 displacement,others
C=CCn1c(SCC(=O)c2ccc(CNC(C)=O)o2)nc2scc(C3CC3)c2c1=O,1%,-17%,2,13%,4%,11,x,i,3%,
Cc1ccc(-c2nc3cnccn3c2Nc2ccc3c(c2)OCCO3)o1,-1%,-23%,9,7%,7%,0,17%,i,8%,
Cc1ccccc1OCCNC(=O)CNC(=O)c1ccccc1O,6%,5%,4,-10%,0%,9,9%,x,-4%,
O=C(NCc1ccc2c(c1)OCO2)C(c1ccco1)N(C(=O)c1csnn1)c1ccccc1 (stereo not given),-1%,-1%,3,-8%,-9%,15,3%,i,-2%,
COc1ccccc1Cn1c(=O)[nH]c2cccnc21,7%,18%,8,11%,-7%,16,3%,i,-12%,
CCOc1cccc(-c2nnc(SCC(=O)Nc3cccc(OC)c3)n2N)c1,7%,28%,5,-1%,-10%,0,x,i,-14%,
O=C1CC(N2CCN(c3ccccc3Cl)CC2)C(=O)N1c1ccccc1 (stereo not given),12%,4%,6,-22%,-14%,6,-15%,i,-6%,
c1ccc2c(c1)CCN(Cc1nnnn1Cc1ccc3c(c1)OCO3)C2,10%,-3%,10,-11%,-19%,0,8%,i,1%,
CCOc1ccccc1NC(=O)CSc1nnc(-c2ccccc2Cl)n1Cc1ccco1,5%,-6%,7,20%,0%,2,9%,i,-11%,
CCCCC(=O)Nc1nn(CCC)c2nc3ccccc3cc12,3%,-3%,5,4%,-19%,4,11%,i,-4%,Spn PMK inh pilot replicates=1.5;MK inhibit pilot replicates=0.0;DPM-DC inhibit pilot screen %=9.0
CCCCOc1ncnc2c1[nH]c1ccccc12,11%,-2%,0,-9%,-13%,0,5%,i,-3%,
Cc1ccc2nc(NC3=NCN(C4CCCCC4)CN3)nc(C)c2c1,7%,23%,10,-22%,-26%,4,18%,i,-18%,
COc1ccccc1Cn1c(-c2ccco2)nc2nc3ccccc3nc21,10%,0%,9,-18%,-21%,1,1%,i,-4%,Spn PMK inh pilot replicates=0.0;MK inhibit pilot replicates=0.0;DPM-DC inhibit pilot screen %=12
CCOC(=O)c1ccc(N2C(=O)C3ON(c4ccccc4)C(c4ccco4)C3C2=O)cc1 (stereo not given),12%,6%,3,1%,-8%,9,17%,i,0%,
CCN(CC)c1ccc(NC(=O)COc2ccc(C)cc2)cc1,-5%,-5%,0,15%,16%,4,14%,i,-11%,
COc1ccc(S(=O)(=O)C(C#N)c2nc3ccccc3nc2N2CCCC(C)C2)cc1 (stereo not given),11%,-6%,5,60%*,62%*,1,4%,i,6%,Spn PMK inh pilot replicates=0.5;MK inhibit pilot replicates=0.0;DPM-DC inhibit pilot screen %=8.5
CCOc1cc(C2Nc3ccccc3C(=O)N2c2ccccc2)ccc1O (stereo not given),7%,-7%,11,-15%,-19%,1,8%,x,2%,
CCOC(=O)C1CCCN(C/C(O)=C(\C#N)c2nc(-c3ccc(Cl)cc3)cs2)C1 (stereo not given),6%,-7%,1,15%,17%,17,9%,i,-7%,Spn PMK inh pilot replicates=0.0;MK inhibit pilot replicates=0.0;DPM-DC inhibit pilot screen %=2.0
CC(C)(C)n1nnnc1C(c1cccs1)N(Cc1cccnc1)CC1CCCO1 (stereo not given),5%,-9%,4,-11%,-17%,15,10%,i,-1%,
CC1CCCCN1C(=O)c1ccc(C(=O)N2CCCCC2C)cc1 (stereo not given),-8%,-7%,8,4%,1%,6,x,i,-1%,
CCCc1cc(C(=O)NCC(C)C)no1,7%,-1%,5,4%,-7%,1,14%,i,-6%,
COc1ccc(OC)c(S(=O)(=O)N2CCN(C34CC5CC(CC(C5)C3)C4)CC2)c1,8%,-3%,0,13%,16%,15,-4%,i,-8%,
CCCC1(C(=O)O)NC(c2ccccc2O)C2C(=O)N(c3cccc(Cl)c3)C(=O)C21 (stereo not given),-10%,2%,9,-5%,-12%,7,9%,i,-1%,
Cc1cc(NS(=O)(=O)c2ccc(NC(=O)CCCC(=O)O)cc2)nc(C)n1,4%,-7%,3,-4%,3%,4,11%,i,11%,
COc1ccc(N2CCN(CCNC(=O)CCCn3c(=O)[nH]c4cc(Cl)ccc4c3=O)CC2)cc1,4%,x,4,-13%,-24%,0,x,i,-14%,
CCOC(=O)CSc1cc(C)nc(N)n1,4%,1%,7,4%,-5%,6,x,i,-2%,
CS(=O)(=O)Nc1ccc(C(=O)NCCSCc2ccco2)cc1,7%,0%,4,0%,-14%,5,-2%,i,2%,
Cc1c(C)c2ccc(OC3CCCCC3=O)cc2oc1=O (stereo not given),19%,-2%,12,-1%,7%,13,-11%,x,2%,Spn PMK inh pilot replicates=1.5;MK inhibit pilot replicates=2.5
Cc1cccc(N2C(=O)CC(N(C(=O)c3ccco3)c3cccc(C)c3)C2=O)c1 (stereo not given),14%,5%,5,13%,8%,8,7%,i,-3%,Spn PMK inh pilot replicates=3.0;MK inhibit pilot replicates=0.0;DPM-DC inhibit pilot screen %=0.0
CCOC(=O)c1c(C)[nH]c(/C(C)=N/O)c1C,10%,13%,10,3%,9%,0,-2%,i,1%,
Cn1c(=O)[nH]c(=O)c2[nH]c(N(Cc3ccccc3)Cc3ccccc3)nc21,10%,3%,4,9%,5%,5,1%,i,-3%,
CCOc1ccccc1N1CC(C(=O)Nc2ccc(C(=O)O)cc2)CC1=O (stereo not given),6%,2%,15,-9%,-12%,2,7%,i,1%,
O=S(=O)(N1CCCCC1)n1c(Cc2ccccc2)nc2ccccc21,7%,4%,0,x,x,7,3%,i,2%,
CC1(C)CC(NC(=O)C(F)(F)F)CC(C)(C)N1OC(=O)c1ccco1,4%,-1%,7,-9%,-12%,14,x,i,-4%,
COc1ccc(-n2nnnc2SCC(=O)Nc2ccc3c(c2)OCCO3)c(OC)c1,11%,16%,5,-11%,-1%,7,x,i,0%,
Cn1c(=O)c2[nH]cnc2n(-c2ccccc2)c1=O,8%,-1%,6,-4%,-11%,6,2%,i,-2%,
O=C(Cc1ccccc1)N1CCC(C(=O)N2CCN(c3ccc(F)cc3)CC2)CC1,5%,-7%,0,1%,-7%,0,1%,i,4%,
COC(=O)c1sc(N)c(C(=O)OC)c1CSc1nnnn1C,6%,8%,0,10%,3%,18,x,i,-2%,
